CSN inh – blocks human CSN-mediated cullin deneddylation; Q92905; Purified CSN, SCF-Nedd8-OG deneddylation, fluorescence polarization; inhibition, % at 12.5 µM; 360,000 compounds, 0.38% hits; AID 651999;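 active means pattern-corrected inhibition above about 35%, with an unprinted fluorescence ratio check between 0.5 and 1.5, limit read from the data, passing the limit was not always enough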;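 further: 0% = enzyme with substrate and 100% = substrate without enzyme; some results filed as inactive read as strong as hits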
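Detection – fluorescence polarization · System – HEK293T-derived human Csn5 enzyme · Controls – substrate-only high control, full reaction low control · Timing – 90 min, room temperature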
MLLE-PAM2 inh – blocks PAM2 peptide binding to the PABP1 MLLE domain. GST-MLLE / FITC-PAM2 fluorescence polarization. inhibition, % at 20 µM. 360,000 compounds, 0.36% hits. AID 588489; in the data active means inhibition above about 35%, passing the limit was not always enough;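 further: plate controls were DMSO wells with GST-MLLE for no effect and wells lacking GST-MLLE protein for full effect; some results filed as inactive read as strong as hits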
Target sequence (P11940 whole entry, looked up, the tested form may be a part): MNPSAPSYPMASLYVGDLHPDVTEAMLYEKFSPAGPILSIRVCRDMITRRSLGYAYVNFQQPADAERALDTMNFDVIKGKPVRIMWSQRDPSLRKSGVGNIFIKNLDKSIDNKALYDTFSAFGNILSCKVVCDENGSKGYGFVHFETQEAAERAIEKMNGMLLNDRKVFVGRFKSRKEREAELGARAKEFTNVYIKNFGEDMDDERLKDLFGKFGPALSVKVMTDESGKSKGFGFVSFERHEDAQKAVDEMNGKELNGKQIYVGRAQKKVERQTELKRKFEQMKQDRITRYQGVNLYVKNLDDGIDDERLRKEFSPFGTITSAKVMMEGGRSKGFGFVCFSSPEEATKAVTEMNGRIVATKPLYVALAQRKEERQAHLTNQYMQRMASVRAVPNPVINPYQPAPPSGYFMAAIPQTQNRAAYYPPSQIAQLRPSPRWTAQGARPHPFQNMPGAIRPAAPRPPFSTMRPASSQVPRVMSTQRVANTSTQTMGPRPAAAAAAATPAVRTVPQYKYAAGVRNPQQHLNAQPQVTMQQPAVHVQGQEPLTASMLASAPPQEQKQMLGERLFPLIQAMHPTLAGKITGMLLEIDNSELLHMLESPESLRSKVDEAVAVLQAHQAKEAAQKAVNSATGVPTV
Rpn11 block – blocks the human proteasome subunit Rpn11; calls only at 20 µM; 360,000 compounds, 0.59% hits; human 26S proteasome, Ub4-pepOG fluorescence polarization; 20S core pre-blocked with epoxomicin; O00487;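 active means inhibition at 20 µM, scaled to each plate's controls, above about 33%, limit read from the data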
Target sequence (O00487 whole entry, looked up): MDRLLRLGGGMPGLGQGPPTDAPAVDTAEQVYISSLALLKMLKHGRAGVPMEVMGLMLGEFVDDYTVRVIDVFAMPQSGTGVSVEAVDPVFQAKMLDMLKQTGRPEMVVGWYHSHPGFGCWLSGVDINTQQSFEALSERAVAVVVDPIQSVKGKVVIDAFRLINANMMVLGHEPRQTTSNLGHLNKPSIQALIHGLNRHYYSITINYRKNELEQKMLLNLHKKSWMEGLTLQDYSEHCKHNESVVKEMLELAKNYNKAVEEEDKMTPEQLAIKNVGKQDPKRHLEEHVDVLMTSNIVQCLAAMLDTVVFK
bovine MsrA act – activators of bovine methionine sulfoxide reductase A; purified bovine MsrA, absorbance read-out; activation, % at 10.6 µM; 360,000 compounds, 0.3% hits; in the data active means activation above about 7.5%;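 further: 0% = vehicle and 100% = reference activator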
Rin1 Abl inh – blocks binding of human Rin1 to Abl. inhibition, % at 7.35 µM. TR-FRET Rin1/Abl binding, biochemical. 360,000 compounds, 0.4% hits. P00519+Q13671; in the data active means inhibition above about 5%, passing the limit was not always enough
E coli Lon inh – inhibits E. coli Lon protease | P0A9M0 | purified E. coli Lon protease, fluorescence polarization | inhibition, % at 7.94 µM | 360,000 compounds, 0.42% hits; in the data active means inhibition above about 13%, passing the limit was not always enough;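 further: 0% = enzyme with probe and DMSO and 100% = no enzyme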
MsrA inhibitor – bovine MsrA inhibition | purified bovine MsrA, absorbance read-out | inhibition, % at 15.5 µM | 360,000 compounds, 0.75% hits | AID 651718; in the data active means inhibition above about 4.5%;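 further: 0% = vehicle wells with enzyme and 100% = reference inhibitor wells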
MT1-MMP act inh – blocks activation of human MT1-MMP; HT1080 RFP-PRO-GFP cells, GFP/RFP ratio fluorescence, overnight; percent of plate control window, DMSO zero; GFP/RFP ratio change, % at 20 µM; 360,000 compounds, 0.061% hits; AID 651647;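 active means GFP/RFP ratio change of at least 30% with cell ATP level not reduced by more than half and red fluorescence within 50% of control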; further: strong numbers were not always called active
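Assay system: RFP-PRO-GFP reporter HT1080 cells; read-out basis: GFP/RFP fluorescence ratio; benchmarks: DMSO wells and RFP-L50D-GFP cells; doses: 20 µM single dose, 1% DMSO; schedule: overnight cell settling, then overnight compound exposure, 37 °C, 5% CO2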
FAS-TE inh – FAS thioesterase (human) inhibition | P49327 | inhibition, % at 15 µM | 360,000 compounds, 0.67% hits | recombinant FAS-TE, OMFH fluorogenic substrate, fluorescence endpoint;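 active means compounds whose normalised, plate-corrected inhibition of enzyme fluorescence in the single-dose primary screen is 50% or more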;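 further: 0% = DMSO with enzyme and 100% = substrate without enzyme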
Active calls of the source: *; i = inactive.

SMILES | CSN inh | MLLE-PAM2 inh | Rpn11 block | bovine MsrA act | Rin1 Abl inh | E coli Lon inh | MsrA inhibitor | MT1-MMP act inh | FAS-TE inh
C=CCn1c(SCC(=O)C23CC4CC(CC(C4)C2)C3)nc(O)cc1=O | 3 | 20 | i | -8 | 0 | -5 | 0.7 | 4 | -1
CCOC(=O)N1CCN(c2nc3ccccc3nc2C(C#N)S(=O)(=O)c2ccc(C)cc2)CC1 (configuration not stated) | -3 | 8 | i | -5 | -1 | 3 | -0.2 | -22 | 3
CC(C)(C)OC(=O)N1CCC(c2c(C(=O)NC3CC3)cnn2-c2ccc(Cl)cc2)CC1 | 1 | -6 | i | -6 | 3 | 9 | -1.0 | 0 | -2
O=C(NCCN1CCOCC1)c1sc2cc(Cl)ccc2c1Cl | 2 | -2 | i | -1 | 2 | -7 | 0.4 | 5 | -4
O=C(c1ccccc1)N1N=C(c2ccccc2O)CC1c1ccccc1 (configuration not stated) | -2 | -3 | i | -3 | 1 | 0 | 1.9 | -1 | 18
CCN1C(C)=C(C)S/C1=C1\SC(=S)N(C2CCCCC2)C1=O | 1 | 27 | i | -3 | -1 | -3 | -0.4 | -4 | -14
CCN(CC)C(=O)c1sc(NC(=O)c2cccc([N+](=O)[O-])c2)c(C#N)c1C | 1 | -11 | i | -1 | 1 | -2 | -0.1 | -2 | -4
C#CCOCCOCCOCCNc1nc(N2CCN(C(=O)Cn3cc(CCO)nn3)CC2)nc(N2CCN(C(=O)Cn3cc(CC(C)O)nn3)CC2)n1 (configuration not stated) | 2 | 5 | i | 0 | 2 | 1 | -0.1 | 0 | -15
CCCCOn1c(C)c(C(=O)OCC)c2c3no[n+]([O-])c3ccc21 | 0 | 5 | i | -2 | 0 | -2 | 0.4 | 2 | 22
COc1cccc(COC(=O)C(Cc2ccccc2)NC(=O)c2ccco2)c1 (configuration not stated) | -4 | 14 | i | -3 | 2 | 1 | 1.7 | 1 | 2
O=C(CCNS(=O)(=O)c1ccc(Cl)cc1)N1CCCC1 | 1 | 0 | i | -8 | -3 | -10 | -0.4 | -1 | -5
O=C1CCCN1c1ccc(S(=O)(=O)NCCOc2ccccc2)cc1 | -3 | 1 | i | -13 | 2 | -5 | -1.8 | 20 | -3
COc1ccc(-c2noc(N3CCC(C(=O)Nc4ccccc4F)CC3)n2)cc1 | -7 | -4 | i | -2 | 0 | 3 | -0.3 | 1 | 2
CCn1ncc(Br)c1C(=O)Nc1cc(C)ccc1F | 2 | 4 | i | 3 | 1 | 2 | 0.8 | -3 | 2
O=C(Nc1ccc2c(c1)OCCO2)c1cc(-c2ccccn2)nc2ccc(Br)cc12 | 1 | 7 | i | -3 | -2 | 3 | -0.5 | 3 | 5
CC(=O)c1sc(NC(=O)CN2C(=O)C3CC=CCC3C2=O)nc1-c1ccccc1 (configuration not stated) | 0 | 8 | i | 0 | -1 | -3 | 2.5 | -2 | -1
CCN(CC(=O)NCc1cccs1)C(=O)c1cccc(S(=O)(=O)Nc2ccc(OC)cc2)c1 | -2 | -2 | i | -2 | 2 | -1 | -0.1 | 6 | 2
Cc1ccc(-n2c(SCc3ccc(C#N)cc3)nnc2-c2ccccn2)cc1 | 0 | -5 | i | 0 | 0 | -9 | -1.0 | 1 | -12
COc1ccc2nc(NC(=O)Cn3cnc4ccccc4c3=O)sc2c1 | 8 | -46 | i | -2 | -2 | 2 | -0.6 | -5 | -6
Cc1cccc(-c2nc3cc(NC(=O)C4CCCO4)ccc3o2)c1 (configuration not stated) | -1 | 9 | i | 5 | 2 | 0 | 1.5 | 5 | 0
CN(c1ccccc1)S(=O)(=O)c1ccc2ccccc2c1 | -4 | -7 | i | -1 | -2 | 1 | -0.1 | -3 | 23
Cc1ccccc1N1CCN(C2CCCN(C(=O)c3ccccn3)C2)CC1 (configuration not stated) | 2 | 0 | i | -2 | 0 | 0 | -1.1 | -2 | -3
CCCCN(C(=O)c1ccc2c(c1)OCO2)c1c(N)n(CC(C)C)c(=O)[nH]c1=O | 4 | -7 | i | -1 | 5 | -5 | -0.4 | 1 | -8
COc1ccc(C(=O)CSc2n[nH]c(-c3ccco3)n2)cc1 | -3 | 2 | i | -13 | 2 | 3 | 0.5 | 3 | -6
O=C(Nc1ccc(-c2csc(Nc3ccccc3)n2)cc1)c1cc([N+](=O)[O-])cc(C(F)(F)F)c1 | -4 | 3 | i | 1 | 1 | 0 | 0.2 | -3 | 25
O=C(c1cc([N+](=O)[O-])ccc1N1CCOCC1)N1CCCC1 | -6 | 7 | i | -6 | -2 | -2 | 1.1 | 0 | -7
CCOC(=O)c1c(-c2ccccc2)[nH]c2ccc(O)cc12 | 1 | -1 | i | -12 | 1 | -7 | 2.1 | 4 | 0
CC1CCN(C(=O)CCc2nnc3ccc(N4CCC5(CC4)OCCO5)nn23)CC1 | 1 | 2 | i | -2 | 0 | 10 | -0.3 | 7 | -1
O=C(Nc1nc2cc3c(cc2s1)OCCO3)C1CCCCC1 | 1 | 1 | i | -3 | 1 | 7 | 0.4 | 0 | 12
O=C1C(=O)N(CCN2CCOCC2)C(c2ccccc2F)/C1=C(\O)c1ccc(S(=O)(=O)N2CCOCC2)cc1 (configuration not stated) | -1 | 6 | i | -6 | 0 | 9 | 1.7 | 2 | -6
COc1ccc(OC)c(NC(=O)C2CCN(C(=O)c3cccs3)CC2)c1 | -2 | 12 | i | -5 | 1 | -7 | 2.3 | -3 | -9
CCc1cccc(C)c1NC(=O)Nc1ccc2c(c1)OCO2 | -1 | -8 | i | -3 | 6 | -4 | 3.1 | -2 | -10
Cc1cc(C)c(C)c(OCC(=O)NCc2nc(-c3ccccc3)no2)c1 | 0 | 3 | i | -5 | -1 | -2 | -0.8 | 4 | 14
COc1cccc(CN2CC(C(=O)N3CCN(c4ccc(Cl)cc4)CC3)CCC2=O)c1 (configuration not stated) | -4 | -3 | i | -1 | -2 | 17 | 0.3 | 5 | 2
CCSc1nnc(NC(=O)CCNS(=O)(=O)c2cc(Br)cnc2N)s1 | 3 | 15 | i | 0 | 4 | 4 | 0.5 | 5 | 5
CCCCNC(=O)c1cc2c(-c3ccc(Cl)cc3)nn(C)c2s1 | 0 | 6 | i | -3 | 4 | -1 | 0.2 | -3 | 21
Cn1[nH]c(C(F)(F)F)c(C=Nc2ccc(Cl)cc2)c1=O | -1 | 11 | i | -4 | 0 | 4 | 0.5 | 5 | -3
COc1ccc2nc(SCC(=O)NC3CCCCC3)[nH]c2c1 | -1 | -6 | i | -4 | 4 | 0 | 0.5 | 2 | -2
CC(=O)N1CCN(c2ccccc2NC(=O)c2ccc(C#N)cc2F)CC1 | 3 | 6 | i | -4 | 0 | -4 | 1.8 | 3 | 8
CCOc1ccccc1N1CCN(C(=O)COc2ccc3c(C)cc(=O)oc3c2)CC1 | -4 | -3 | i | -2 | -1 | -1 | 1.0 | -9 | 31

Compound profiles, from the list above. Order of screens: CSN inh	MLLE-PAM2 inh	Rpn11 block	bovine MsrA act	Rin1 Abl inh	E coli Lon inh	MsrA inhibitor	MT1-MMP act inh	FAS-TE inh
COc1cccc(CN2CC(C(=O)N3CCN(c4ccc(Cl)cc4)CC3)CCC2=O)c1 (configuration not stated) is listed with -4	-3	i	-1	-2	17	0.3	5	2
CCSc1nnc(NC(=O)CCNS(=O)(=O)c2cc(Br)cnc2N)s1 is listed with 3	15	i	0	4	4	0.5	5	5

More results
SMILES | CSN inh | MLLE-PAM2 inh | Rpn11 block | bovine MsrA act | Rin1 Abl inh | E coli Lon inh | MsrA inhibitor | MT1-MMP act inh | FAS-TE inh
COc1ccccc1NC(=O)CN(C)S(=O)(=O)c1ccc2c(c1)CCC(=O)N2 | 6 | 1 | i | -1 | 1 | -3 | 0.5 | 0 | -4
Cc1c(NC(=O)CCc2ccc(S(=O)(=O)N3CCOCC3)cc2)c(=O)n(-c2ccccc2)n1C | -2 | -7 | i | -3 | 0 | 5 | 1.2 | 1 | -5
CC(C)Nc1oc(-c2cccc3ccccc23)nc1C#N | -2 | -10 | i | -6 | 1 | 2 | -0.2 | -4 | 26
COc1ccc(S(=O)(=O)N2CCN(C(=O)CN3C(=O)NC(C)(c4ccc5ccccc5c4)C3=O)CC2)cc1 (configuration not stated) | -1 | -5 | i | 1 | -2 | -8 | 0.4 | 0 | 11
Cc1c(NC(=O)Nc2cccs2)cccc1[N+](=O)[O-] | 8 | 20 | i | -1 | 1 | 1 | 0.4 | -2 | 3
CCOC(=O)c1ccccc1NC(=O)c1ccccc1N(C)S(C)(=O)=O | 4 | 11 | i | -2 | 0 | -3 | 2.8 | 5 | -1
CN(C)CCCNS(=O)(=O)c1cc(Cl)ccc1Cl | 3 | 17 | i | -2 | -1 | 4 | 0.4 | 5 | -5
O=C(CC(=O)c1c(F)cccc1Cl)c1ccccc1O | -5 | -4 | i | -3 | 0 | 0 | 3.2 | 0 | 1
O=C(NNC(=O)c1ccccc1OCc1ccccc1)c1ccccc1O | -1 | 0 | i | -1 | -2 | 6 | 1.2 | -1 | 13
COCC(=O)N(Cc1cc2ccccc2[nH]c1=O)c1ccc(OC)cc1 | 3 | 4 | i | -4 | 1 | -6 | 1.7 | 1 | -9
O=C(Cn1c(NCCO)nc2ccccc21)c1ccc(Cl)cc1 | 1 | 12 | i | -2 | -1 | -12 | 0.8 | 9 | -6
COc1ccccc1C(=O)Nc1cccc(C(=O)c2ccccc2)c1 | 1 | -4 | i | -3 | 1 | 3 | 1.1 | -1 | 24
Cc1ccc(S(=O)(=O)N2CCC[C@H]2C(=O)OCCN2C(=O)c3ccccc3C2=O)cc1 | -3 | 8 | i | -2 | 0 | 0 | 0.2 | 4 | 2
O=C(O)COc1ccccc1Cc1ccccc1 | -5 | 14 | i | -6 | 1 | -1 | -0.9 | -2 | -7
Cc1ccc(S(=O)(=O)N2CCCC2C(=O)Oc2ccccc2)cc1 (configuration not stated) | -6 | -23 | i | 5 | 3 | -7 | 0.5 | 5 | 9
Nc1cc(N)nc(SCc2ccccc2)n1 | 1 | 4 | i | 2 | 4 | 9 | -0.4 | 0 | -4
CCCOc1ccc(/C(O)=C2/C(=O)C(=O)N(CCCn3ccnc3)C2c2cccs2)cc1 (configuration not stated) | 5 | 21 | i | -1 | 3 | -9 | -1.1 | 0 | -10
Nc1nnc(SCC(=O)Nc2cccc(S(=O)(=O)N3CCCCC3)c2)s1 | 3 | -58 | i | -7 | 3 | -15 | -0.7 | 2 | -3
Cc1ccc(CNCC(=O)Nc2cccc(S(=O)(=O)NC3=NCCCCC3)c2)cc1 | -2 | 2 | i | -2 | 1 | 8 | -0.2 | -3 | -2
CN(CC1CCCN(CCc2ccc(Cl)cc2)C1)C(=O)CC(F)(F)F (configuration not stated) | 1 | 15 | i | 1 | -2 | -4 | 1.1 | -4 | -4
COC(=O)CSc1nnc(C)n1-c1ccc(C)cc1 | -3 | -7 | i | 0 | 2 | -4 | -1.6 | 10 | -8
O=C(Cc1ccccc1)N1CCN(S(=O)(=O)c2ccc([N+](=O)[O-])cc2)CC1 | -5 | 2 | i | -1 | 4 | -8 | -0.8 | -3 | 10
CC(=O)Nc1ccc(NC(=O)CCn2cnnn2)cc1 | -4 | 2 | i | -2 | 0 | 2 | -0.1 | 1 | -6

Five compounds from above, reduced to E coli Lon inh.
mol | E coli Lon inh
Nc1nnc(SCC(=O)Nc2cccc(S(=O)(=O)N3CCCCC3)c2)s1 | -15
Cc1ccc(S(=O)(=O)N2CCCC2C(=O)Oc2ccccc2)cc1 (configuration not stated) | -7
COC(=O)CSc1nnc(C)n1-c1ccc(C)cc1 | -4
Cc1ccc(CNCC(=O)Nc2cccc(S(=O)(=O)NC3=NCCCCC3)c2)cc1 | 8
O=C(O)COc1ccccc1Cc1ccccc1 | -1
